Screening results deposited in PubChem BioAssay by several laboratories.
TcdB inh = TcdB glycohydrolase inhibitors, primary screen, biochemical, single point, plate reader; Toxin B (Clostridioides difficile), P18177; TcdB glycohydrolase enzymatic assay; inhibition, % at 9.99 µM; actives 0.24% (n = 350,000); AID 652162, 2013; in the data active = inhibition above about 10%
PfHsp40 rescue = rescue of yeast from PfHsp40 toxicity, primary screen, S. cerevisiae, ATP luminescence; S. cerevisiae expressing PfHsp40, growth rescue; growth rescue, % at 12.5 µM; actives 0.68% (n = 340,000); AID 504582, 2011; in the data active = growth rescue above about 28%, passing the limit was not always enough; inconclusive = no clear call, values can overlap the other calls;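 also: yeast W303a lacking pdr1 and pdr3 grown in galactose medium; growth measured after three days at 30 °C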
Rv3671c inh = Rv3671c serine protease inhibitors, primary screen, biochemical, fluorescence polarization, M. tuberculosis H37Rv. P9WHR9. inhibition, % at 5.96 µM. actives 0.048% (n = 320,000); in the data active = inhibition above about 38%;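 also: extracellular domain of Rv3671c used as enzyme; 0% = enzyme with DMSO and 100% = no enzyme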
Anthrax LF prot = Bacillus anthracis LF protease inhibitors, primary screen, biochemical, multiplex microsphere, MLPCN library; inhibition, % at 10 µM; actives 0.12% (n = 360,000); multiplex microsphere protease cleavage assay; Lethal factor (Bacillus anthracis), P15917; in the data active = inhibition above about 30%; inconclusive = no clear call, values can overlap the other calls; also: plate controls were buffer without enzyme for full effect and enzyme alone for no effect
Target sequence (P15917 whole entry, looked up): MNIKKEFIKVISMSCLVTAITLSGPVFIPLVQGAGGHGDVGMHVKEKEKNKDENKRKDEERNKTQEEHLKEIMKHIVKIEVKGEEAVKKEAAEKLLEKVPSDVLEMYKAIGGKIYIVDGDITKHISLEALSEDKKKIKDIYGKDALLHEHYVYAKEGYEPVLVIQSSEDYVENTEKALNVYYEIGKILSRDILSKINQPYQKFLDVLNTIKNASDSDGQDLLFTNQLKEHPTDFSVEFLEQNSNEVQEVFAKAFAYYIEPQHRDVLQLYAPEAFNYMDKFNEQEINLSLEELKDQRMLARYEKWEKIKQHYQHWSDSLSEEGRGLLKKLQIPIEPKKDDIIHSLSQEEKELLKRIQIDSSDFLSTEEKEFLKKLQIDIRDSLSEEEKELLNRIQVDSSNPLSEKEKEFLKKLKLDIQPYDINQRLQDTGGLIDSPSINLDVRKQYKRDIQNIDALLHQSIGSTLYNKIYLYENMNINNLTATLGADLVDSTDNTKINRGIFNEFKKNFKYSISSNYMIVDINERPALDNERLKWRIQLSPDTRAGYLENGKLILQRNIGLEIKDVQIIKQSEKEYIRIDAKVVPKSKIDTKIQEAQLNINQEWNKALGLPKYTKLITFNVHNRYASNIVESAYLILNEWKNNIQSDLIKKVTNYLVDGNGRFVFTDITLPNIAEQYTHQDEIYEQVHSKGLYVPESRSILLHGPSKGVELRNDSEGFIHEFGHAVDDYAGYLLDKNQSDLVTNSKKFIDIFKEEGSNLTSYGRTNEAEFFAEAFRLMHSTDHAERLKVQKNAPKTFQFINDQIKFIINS
3CLpro inhibitor = SARS-CoV 3CLpro protease inhibitors, primary screen, biochemical, quenched FRET | recombinant SARS-CoV 3CLpro, quenched FRET peptide cleavage | inhibition, % at 6 µM | actives 0.14% (n = 290,000) | Replicase polyprotein 1ab (Severe acute respiratory syndrome coronavirus), P0C6X7; in the data active = inhibition above about 12%
MazEF act = activators of E. coli MazEF toxin-antitoxin RNase, primary screen, biochemical, fluorescence, uHTS; FAM/BHQ RNA-DNA oligo cleavage fluorescence, 5 h; actives 0.32% (n = 350,000); activation, % at 20 µM; Endoribonuclease toxin MazF (Escherichia coli (strain K12)), P0AE70; in the data active = activation above about 50%
VHR inh abs = VHR1 phosphatase inhibitors, primary screen, biochemical, absorbance, uHTS | Dual specificity protein phosphatase 3 (Homo sapiens), P51452 | recombinant VHR phosphatase, pNPP absorbance | inhibition, % at 13.3 µM | actives 0.52% (n = 290,000); in the data active = inhibition above about 50%; also: some compounds called inactive have numbers as strong as hits
Target sequence (P51452 whole entry, looked up): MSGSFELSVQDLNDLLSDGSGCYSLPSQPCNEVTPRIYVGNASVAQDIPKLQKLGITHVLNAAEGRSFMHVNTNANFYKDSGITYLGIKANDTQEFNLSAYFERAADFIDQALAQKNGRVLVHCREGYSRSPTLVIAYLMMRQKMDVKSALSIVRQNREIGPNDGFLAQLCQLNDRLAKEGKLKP
BH1578 lux ind = inducers of Vibrio cholerae quorum light production without autoinducers, primary screen, BH1578 luxS cqsA deficient, single point. activation, % at 18.7 µM. AID 588436, 2011. actives 0.16% (n = 350,000). V. cholerae BH1578 lux reporter, luminescence, 6 h; in the data active = activation mostly above about 9.7%, no sharp cut-off; inconclusive = no clear call, values can overlap the other calls; inactive = mostly below about 3.7%; also: not every result past the cut was called active; inactives centre near 0; reference of the scale not given here
PriA SSB inh = inhibitors of Klebsiella pneumoniae PriA binding to SSB C-terminal tail, primary screen, biochemical, AlphaScreen | PriA–SSB C-terminal tail interaction (Klebsiella pneumoniae) | AlphaScreen SSBct-PriA binding, biotinylated peptide | inhibition, % at 33 µM | actives 0.6% (n = 430,000); in the data active = inhibition mostly above about 37%, no sharp cut-off; inactive = mostly below about 20%;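 also: plate controls were negative control peptide for no effect and reference peptide for full effect; strong numbers were not always called active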
Yp Topo-I inh = Yersinia pestis topoisomerase I inhibitors, primary screen, biochemical, cleavage product accumulation, plate reader, single point. Y. pestis Topo-I cleavage product accumulation. actives 0.064% (n = 360,000). DNA topoisomerase I (Yersinia pestis CO92). activity, % at 10 µM. AID 504884, 2011; in the data active = activity above about 50%, passing the limit was not always enough; inconclusive = no clear call, values can overlap the other calls; also: inactives centre near 2
* = called active by the depositor; i = inactive; u = inconclusive; x = not tested or not shown; & = joins results of further samples. An excerpt. The share of hits here may be higher or lower than overall.

molecule	TcdB inh	PfHsp40 rescue	Rv3671c inh	Anthrax LF prot	3CLpro inhibitor	MazEF act	VHR inh abs	BH1578 lux ind	PriA SSB inh	Yp Topo-I inh
CCN(CC)S(=O)(=O)c1cccc(-c2nnc(C(=O)c3ccc(C(F)(F)F)cc3)o2)c1	x	-1.3	-3.3	-0.3	-1.2	0.8	24.0	i	4.2	-9.3
C=Cc1ccc(C(=O)N2CCCC(CCC(=O)N3CCN(c4ccccn4)CC3)C2)cc1 (centres undefined)	0.9	0.2	-9.6	-1.7	0.1	-13.5	27.9	i	-6.6	32.8
CCCCOC(=O)c1ccc(NC(=O)C(CCS(C)(=O)=O)NC(C)=O)cc1 (centres undefined)	x	-0.2	-1.2	-2.7	-1.7	2.4	-4.3	0.4	2.3	-15.0
O=C(Nc1nccs1)C12CC3CC(C1)CC(C(=O)Nc1nccs1)(C3)C2	x	-1.8	-9.6	-2.1	-1.8	3.4	43.8	i	-2.3	-3.1
Cc1no[n+]([O-])c1COc1cccc(/C=C2\N=C(c3ccccc3)OC2=O)c1	x	-1.0	-8.8	-0.6	1.6	29.8	-8.5	-0.4	-4.1	4.2
CCOC(=O)C1=C(C)Nc2ccccc2N=C1N	-0.6	-1.9	2.0	-1.5	2.5	5.5	27.6	i	-5.7	7.2
CCOC(=O)c1c(C)[nH]c(C)c1S(=O)(=O)N(C)CC(=O)NCc1cccc(C)c1	0.6	1.4	7.5	9.3	0.3	-2.8	-3.6	-0.5	11.8	5.9
CC(C)n1c(=S)[nH]c2ccccc2c1=O	x	-0.8	-6.9	-0.3	6.5	3.8	21.4	-12.5	-15.7	-1.4
O=S(=O)(NCC1CCCO1)c1ccc(-c2ccc(Cl)cc2)cc1 (centres undefined)	1.0	-1.7	8.2	0.7	2.4	2.4	-23.3	-0.3	-13.0&-14.5	24.3
CCc1ccc(NC(=O)/C(C#N)=C\c2ccc(OC)c(C(=O)O)c2)cc1	-1.0	-0.8	-7.4	-3.8	-3.3	4.6	21.7	i	-8.6	3.5
CCOC(=O)Cc1csc(NS(=O)(=O)c2cc(Cl)ccc2Cl)n1	-0.1	0.6	5.0	7.7	-1.9	4.4	-28.2	-0.7	-9.8	1.8
Clc1ccc(CN2CCCCCCC2)cc1Cl	x	-0.4	5.0	-1.6	-3.1	-8.6	10.8	1.0	-29.0	8.3
O=C(Nc1ccc2oc(-c3cccnc3)nc2c1)c1ccc2c(c1)OCCO2	x	-0.1	-8.6	0.2	1.1	-79.9	64.9	i	15.4	-5.5
O=C(NCc1ccco1)/C(=C/c1ccc([N+](=O)[O-])cc1)NC(=O)c1ccco1	1.3	0.9	0.0	-0.1	1.2	7.3	0.5	-0.6	-9.8	9.4
COc1ccc(CCNC(=O)Cn2nc(C)c3c(C)n(-c4ccccc4)nc3c2=O)c(OC)c1	3.1	1.2	-3.3	-1.2	-3.1	-3.5	1.1	i	-16.5	15.8
CC(C)(C)C(=O)N1CCN(CCN2C(=O)c3cccc4cccc(c34)C2=O)CC1	0.9	1.0	3.7	-20.4	9.3	9.1	20.8	-0.4	-5.2	-0.9
O=C(COC(=O)/C=C/c1ccc(Cl)cc1)NCCc1ccccc1	1.0	0.7	1.2	2.2	2.2	-3.2	-0.1	0.0	-1.3	25.0
CCOC(=O)C(Cc1ccccc1)NC(=O)CCCC(=O)c1ccccc1 (centres undefined)	0.7	-0.2	-10.8	-6.1	-2.9	-7.4	7.2	i	-2.3	3.6
CCC(=O)Nc1ccc(/C=C(\C(C)=O)C(=O)c2ccccc2)cc1	0.6	-0.6	2.2	15.9	5.7	-0.4	13.3	i	-2.8	-13.9
CCN(Cc1nc2ccccc2c(=O)[nH]1)C(=O)COc1ccccc1Cc1ccccc1	0.2	0.8	x	4.6	x	-3.3	x	i	-4.0	30.1
C=CCn1c(SCC(=O)c2cc(C)n(CC3CCCO3)c2C)nnc1-c1ccccc1 (centres undefined)	x	-0.2	2.9	-5.0	3.7	-2.1	15.1	0.2	-14.7	14.9
Cn1c(SCC(=O)Nc2ccc(Cl)cc2)nnc1C1CC1	0.9	-0.7	0.6	-1.2	1.6	10.8	27.4	-0.3	-3.7	6.3
COc1ccc(OCC(=O)NCc2nc(-c3ccccc3)no2)cc1	3.7	2.3	x	-6.9	x	-7.0	x	i	-6.8	-3.1
COc1ccccc1NC(=O)CN1C(=O)NC2(CCCc3ccccc32)C1=O (centres undefined)	0.5	0.9	-3.6	0.0	x	3.0	x	i	-11.3	-7.7
Cc1nc(C(F)(F)F)c(C(=O)N=CN(C)C)s1	0.6	1.1	-10.4	-3.7	3.5	-5.5	34.8	i	-23.6	0.8
CN1CCN(CCC(=O)N2c3ccccc3Sc3ccc(Cl)cc32)CC1	1.3	0.6	-0.3	u	-5.0	5.4	9.6	-0.4	14.6	0.3
O=c1[nH]c(-c2cccs2)nc2ccccc12	x	0.4	-4.2	1.2	0.5	6.7	17.5	i	-8.8	6.3
COc1ccc(Br)cc1/C=N/Nc1ccccn1	-1.6	0.7	x	-6.1	3.3	1.6	-2.9	0.8	x	1.0
COP(=S)(OC)Oc1ccc(SC)c(C)c1	2.0	0.6	x	3.3	x	0.2	x	i	-21.4	4.4
CCN(CC)C(=O)c1ccc(S(=O)(=O)c2ccccc2)cc1	0.8	0.1	-1.5	-1.3	4.1	-10.0	-17.1	i	-2.5	5.0
CC(=O)N1c2ccccc2CCc2ccc([N+](=O)[O-])cc21	-0.3	-2.2	-1.0	19.9	5.5	5.5	-22.7	-2.3	-9.1	-15.8
COc1ccc(S(=O)(=O)Nc2ccc3cn[nH]c3c2)cc1[N+](=O)[O-]	0.4	-1.2	4.4	x	x	5.3	x	i	-2.8	-6.9
CC(=O)N1c2ccc(S(=O)(=O)NCC3CCC(C(=O)NCc4ccc(C)cc4)CC3)cc2CC1C (centres undefined)	-0.7	-0.9	-2.7	-3.0	3.9	-1.3	-7.2	-1.7	-6.2	-3.4
CC(=O)OCC1=C(C(=O)OC(C)(C)C)N2C(=O)[C@@H](NC(=O)Cc3ccccc3)[C@H]2SC1	-4.2	-0.9	x	-0.1	x	-0.3	x	-0.6	-7.2	14.3
Cc1cccc(NC(=O)c2cc3c(n(-c4ccccc4)c2=O)CCCC3=O)n1	x	-0.7	x	3.2	0.0	-1.2	21.8	i	-52.0	-2.7
Cn1c(=O)c2c(nc(CN3CCN(c4ccccc4)CC3)n2CCN2CCOCC2)n(C)c1=O	x	x	1.8	x	x	-3.5	17.3	x	-7.0	x
CCOc1ccc(CCNC(=O)COC(=O)COc2ccccc2C)cc1OCC	1.8	5.1	1.4	0.2	x	0.2	x	-1.3	-8.1	22.1
COc1cccc(CNC(=O)N2CCN(S(=O)(=O)c3ccc(C)cc3)CC2)c1	0.4	-0.4	2.4	0.4	-0.5	1.6	21.4	-0.4	-4.0	9.5
Cc1cc([N+](=O)[O-])cc2c1NC(=O)C2(O)N1CCCC(C)C1 (centres undefined)	0.0	-2.1	-3.4	1.2	-4.2	7.0	7.2	i	16.1	7.9
COC(=O)CSc1nnc(CNC(=O)c2cccc(C)c2)n1-c1ccccc1OC	x	-0.6	-3.2	-6.0	-2.8	8.4	18.8	i	-10.9	8.4
Cc1ccc(/C=C2/NC(=O)N(c3ccccc3)C2=O)o1	x	-0.3	12.0	-7.6	4.5	16.2	9.6	-0.1	-4.0	-6.4
COCC(C)NC(=O)c1cc2cc(OC)ccc2[nH]1 (centres undefined)	1.6	0.4	3.3	0.7	-4.7	6.6	16.2	-0.3	5.3	-2.5
Cc1cc(C)c(NC(N)=S)c(C)c1	2.2	-0.3	0.5	-1.0	-6.5	1.8	12.5	i	-10.0	6.3
O=C(C[C@H]1C[C@H]2c3cc(NS(=O)(=O)c4ccc(F)cc4)ccc3O[C@H]2[C@H](CO)O1)NCc1cc(F)ccc1F	-0.1&1.1	x	x	-4.5	x	5.0	x	i	x	2.9
CCCCCN(C(=O)CCC(=O)OCC(=O)N1CCCCC1C)c1c(N)n(CCCC)c(=O)[nH]c1=O (centres undefined)	-0.5	1.3	-0.8	-0.8	-3.1	3.2	27.9	-2.9	3.0	20.6
Cc1csc(NC(=O)c2cccc(Cn3nc(C)c(Br)c3C)c2)n1	x	-0.6	-28.6	-3.9	2.5	-9.8	18.1	-0.3	-16.5	13.2
Cc1coc(C)c1C(=O)CC1(O)C(=O)N(C)c2ccc(Cl)cc21 (centres undefined)	-0.4	-0.8	10.8	-0.4	2.0	5.0	21.2	i	10.2	5.3
CCOC(=O)c1sc(SCc2ccccc2)c2c1CC(C)(C)CC2=O	0.2	0.4	-12.6	-8.1	x	2.1	x	-11.1	-3.0	23.7
CS(=O)(=O)N(CC(=O)N/N=C/c1ccccc1C(=O)O)c1cccc(Cl)c1Cl	0.3	-1.5	2.1	3.6	2.5	9.2	17.6	-3.2	i	3.4
O=C1c2ccccc2C(=O)N1CN(C(=O)c1ccccc1[N+](=O)[O-])c1ccc(F)cc1	1.8	1.5	5.8	-0.6	-1.1	1.0	-4.8	-0.3	-10.1	-1.4
COc1ccc(NC(=S)N(CCN(C)C)C(C)c2ccco2)cc1 (centres undefined)	0.8	0.3	-5.2	-1.5	4.7	8.8	1.2	-0.4	-2.1	3.6
Cc1ccc(C(=O)N2CCN(C3CCCCC3)CC2)s1	x	-0.6	-0.9	0.6	1.1	-16.2	7.2	i	-2.9	5.4
CN1C(=O)c2ccccc2C(C(=O)O)C1c1cccc(Cl)c1 (centres undefined)	x	0.0	2.4	-0.8	3.8	-7.0	3.5	-2.6	-3.5	-3.0
COCC(C)n1c(C)cc(C(=O)CSc2nnnn2C2CCCC2)c1C (centres undefined)	0.7	-1.1	-1.4	-6.4	x	3.6	x	-0.6	-7.6	3.7
O=C(CN1C(=O)C2CCCCN2C(=O)c2ccccc21)N1CCCc2ccccc21 (centres undefined)	x	0.8	3.0	-5.0	2.5	-6.3	39.2	-0.2	5.9	8.9

Entries of single compounds, looked up by structure. Order of values: TcdB inh	PfHsp40 rescue	Rv3671c inh	Anthrax LF prot	3CLpro inhibitor	MazEF act	VHR inh abs	BH1578 lux ind	PriA SSB inh	Yp Topo-I inh
Shown for Clc1ccc(CN2CCCCCCC2)cc1Cl : x	-0.4	5.0	-1.6	-3.1	-8.6	10.8	1.0	-29.0	8.3
Shown for CCN(CC)C(=O)c1ccc(S(=O)(=O)c2ccccc2)cc1 : 0.8	0.1	-1.5	-1.3	4.1	-10.0	-17.1	i	-2.5	5.0
